# Screening results from PubChem BioAssay.
# Apaf-1 inh: inhibitors of human Apaf-1 apoptosome. actives 0.71% (n = 330,000). inhibition, % at 20 µM. reconstituted apoptosome caspase-3 activity, DEVD-Rh110 fluorescence; active = inhibition of at least 40% at 20 µM;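 note: plate controls were DMSO wells for no effect and DEVD-CHO caspase inhibitor wells for full effect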
#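 Medium: Hepes buffer, pH 7.5 / System: biochemical Apaf-1 apoptosome reconstitution / Measured by: Rh110 fluorescence, excitation 480 nm, emission 540 nm / Times: compound with Apaf-1, dATP, procaspase-3 30 min, then 50 min reaction, room temperature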
# SENP1 FRET inh: inhibitors of human SENP1 SUMO protease catalytic domain; AID 624204; inhibition, % at 10 µM; actives 0.21% (n = 360,000); Q9P0U3; recombinant SENP1 catalytic domain, CyPet-SUMO1-YPet FRET cleavage;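 active = inhibition at least 30% at 10 µM, raw YFP signal under a set limit, fluorescence ratio 0.5 to 1.5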;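 note: 0% = enzyme with DMSO and 100% = no enzyme wells; some results filed as inactive read as strong as hits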
# Target sequence (Q9P0U3 419-644 limits assumed): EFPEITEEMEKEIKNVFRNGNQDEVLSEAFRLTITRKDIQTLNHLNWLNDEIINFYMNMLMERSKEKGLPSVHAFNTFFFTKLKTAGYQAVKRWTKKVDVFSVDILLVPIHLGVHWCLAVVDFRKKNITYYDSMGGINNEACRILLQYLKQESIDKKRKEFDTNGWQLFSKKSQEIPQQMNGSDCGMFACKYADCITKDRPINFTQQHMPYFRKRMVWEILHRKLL
#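 Controls: no-enzyme wells low, DMSO-plus-enzyme wells high control. Test system: human recombinant His6-tagged SENP1 catalytic domain enzyme. Reagent: SFCypet-SUMO1-SFYpet FRET protein substrate, 25 nM final. Doses: one dose per compound, 10 µM, 0.5% DMSO. Detection: FRET, CFP and YFP emission. Timing: 50 min reaction at room temperature.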
# APOBEC3G inh: inhibitors of human APOBEC3G DNA deaminase; recombinant A3G, ssDNA deamination FAM/TAMRA fluorescence; AID 493012; actives 0.28% (n = 330,000); Q9HC16; inhibition, % at 20 µM;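 active = inhibition of at least 40% at 20 µM, with no more than 30% in the related APOBEC3A deaminase screen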;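 note: plate controls were DMSO wells with A3G for no effect and wells lacking A3G enzyme for full effect; some compounds called inactive have numbers as strong as hits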
# Target sequence (Q9HC16 whole entry, looked up): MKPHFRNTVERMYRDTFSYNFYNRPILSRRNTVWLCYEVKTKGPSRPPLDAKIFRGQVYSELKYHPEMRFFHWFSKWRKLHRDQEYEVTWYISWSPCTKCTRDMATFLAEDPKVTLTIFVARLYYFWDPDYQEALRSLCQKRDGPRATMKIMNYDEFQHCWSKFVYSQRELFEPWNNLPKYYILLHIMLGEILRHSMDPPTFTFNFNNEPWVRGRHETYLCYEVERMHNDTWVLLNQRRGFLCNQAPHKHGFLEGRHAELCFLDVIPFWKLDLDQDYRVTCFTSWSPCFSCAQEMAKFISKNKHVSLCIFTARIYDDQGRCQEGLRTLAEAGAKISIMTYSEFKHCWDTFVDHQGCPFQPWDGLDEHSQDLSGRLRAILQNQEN
# UBC13 polyUb: human UBC13 polyubiquitination inhibition; P61088; UBC13 polyubiquitin chain formation, TR-FRET; inhibition, % at 20 µM; actives 0.47% (n = 330,000); AID 485273; in the data active = inhibition above about 45%, passing the limit was not always enough
# Target sequence (P61088 whole entry, looked up): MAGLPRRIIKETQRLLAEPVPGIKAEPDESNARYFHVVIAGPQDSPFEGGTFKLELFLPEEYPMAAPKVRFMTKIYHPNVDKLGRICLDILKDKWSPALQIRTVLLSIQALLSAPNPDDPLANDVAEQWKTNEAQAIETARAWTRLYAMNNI
# SENP7 inh: blocks the human protease SENP7; Q9BQF6; recombinant SENP7, Z-RLRGG-aminoluciferin luminescence, 40 min; inhibition, % at 5 µM; actives 1.5% (n = 330,000);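 active = inhibition above about 50% at the single test dose, limit read from the data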;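 note: plate controls were DMSO with enzyme for no effect and no enzyme buffer wells for full effect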
# SENP6 block: SENP6 protease inhibition | Recombinant SENP6 catalytic domain, aminoluciferin luminescence | inhibition, % at 10 µM | actives 1.8% (n = 330,000);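 active = inhibition above about 50% at the single tested dose, limit read from the data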;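 note: plate controls were DMSO wells with enzyme for no effect and DMSO wells lacking enzyme for full effect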
# SENP8 block-1: SENP8 (human) protease inhibition. Q96LD8. recombinant SENP8, Nedd8 substrate fluorescence. inhibition, % at 20 µM. actives 0.64% (n = 360,000). AID 602440; in the data active = inhibition mostly above about 40%, no sharp cut-off; inactive = mostly below about 27%
# Target sequence (Q96LD8 whole entry, looked up): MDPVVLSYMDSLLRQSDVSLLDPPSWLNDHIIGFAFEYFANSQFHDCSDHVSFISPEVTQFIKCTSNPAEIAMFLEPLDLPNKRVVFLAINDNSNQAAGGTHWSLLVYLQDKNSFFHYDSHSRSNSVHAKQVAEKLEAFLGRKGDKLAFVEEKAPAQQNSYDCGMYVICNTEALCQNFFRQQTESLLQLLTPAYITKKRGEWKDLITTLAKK
# SENP8 block-2: inhibitors of human SENP8 protease; purified SENP8, Z-RLRGG-aminoluciferin cleavage, luminescence; Q96LD8; AID 2540; actives 1.2% (n = 330,000); inhibition, % at 10 µM; in the data active = inhibition above about 50%
# The depositor's hits bear a star; . = not tested or not shown.
# Results follow in this order: SENP1 FRET inh | APOBEC3G inh | SENP6 block | UBC13 polyUb | SENP8 block-2 | SENP7 inh | Apaf-1 inh | SENP8 block-1
CCC1CCCCN1C(=O)Cn1c(C(=O)OC)cc2sc(Cl)cc21 (stereo not drawn)
  -10 | -2 | -16 | -11 | 5 | 8 | 10 | -1
CCOC(CNC(=O)c1ccc2nc(N3CCC(C)CC3)sc2c1)OCC
  1 | -7 | -10 | -4 | -6 | -4 | 12 | 16
COCC(=O)Nc1nnc(COc2ccc(Cl)cc2)s1
  2 | -7 | -16 | 3 | 2 | 7 | 2 | 25
CCN1CCN(c2cc(C)c3cc(NC(=O)CCC(=O)Nc4ccc(OC)c(OC)c4)ccc3n2)CC1
  -2 | -4 | 9 | 6 | 1 | 7 | -2 | -289
CCOC(=O)c1c(C)[nH]c(C(=O)OCc2ccccc2F)c1C
  -15 | -1 | 15 | 2 | 3 | 3 | 12 | 3
CCCOC(=O)c1ccc(NC(=O)CN(C)Cc2cccs2)cc1
  0 | 1 | -4 | -1 | -2 | 8 | 18 | 27
CCC(C)N1CC23C=CC(O2)C(C(=O)OC)C3C1=O (stereo not drawn)
  3 | -4 | -3 | 6 | 7 | -3 | -2 | 17
Cc1c(O)nc(SCC(=O)Nc2ccc3c4c(cccc24)CC3)n(-c2ccccc2)c1=O
  -2 | -8 | 5 | -2 | -1 | 0 | 1 | 4
Cc1ccc(C(=O)COC(=O)CNC(=O)c2cccs2)cc1
  0 | -2 | 0 | -1 | 2 | -2 | 9 | 26
COc1ccc(OCc2cc(C(=O)O)c(C)o2)cc1
  . | 8 | 92* | -5 | 89* | 92* | -7 | .

# Copied from the list:
# `Cc1ccc(C(=O)COC(=O)CNC(=O)c2cccs2)cc1` in Apaf-1 inh shows 9
# `CCC(C)N1CC23C=CC(O2)C(C(=O)OC)C3C1=O` (stereo not drawn) in SENP6 block shows -3
# `CCCOC(=O)c1ccc(NC(=O)CN(C)Cc2cccs2)cc1` in Apaf-1 inh shows 18
# `CCC1CCCCN1C(=O)Cn1c(C(=O)OC)cc2sc(Cl)cc21` (stereo not drawn) in SENP7 inh shows 8
# `COc1ccc(OCc2cc(C(=O)O)c(C)o2)cc1` in SENP6 block shows 92*
# `CCOC(=O)c1c(C)[nH]c(C(=O)OCc2ccccc2F)c1C` in SENP8 block-2 shows 3

# More structures.
# Results follow in this order: SENP1 FRET inh | APOBEC3G inh | SENP6 block | UBC13 polyUb | SENP8 block-2 | SENP7 inh | Apaf-1 inh | SENP8 block-1
CCN(CC)c1ccc(NC(=O)Cn2cc3c(n2)CCC(C)C3)c(C)c1 (stereo not drawn)
  0 | 2 | -9 | 10 | -2 | 4 | 18 | 12
Cn1c(=O)c2c(SCc3ccccn3)nc(C3CC3)nc2n(C)c1=O
  3 | -12 | -13 | -1 | 13 | 9 | 10 | 4
CC(C)(C)CN1CCN(Cc2nc(-c3ccc(F)cc3)cs2)CC1CCO (stereo not drawn)
  -4 | -1 | 2 | -4 | 6 | -2 | 3 | 17
COC1=C/C(=C/c2c(O)c(C#N)c3ccccn23)C=CC1=O
  -63 | -1 | 9 | -104 | -2 | 7 | 0 | -298
N#Cc1c([N+](=O)[O-])cc([N+](=O)[O-])cc1S(=O)(=O)Cc1ccccc1
  -1 | 5 | 4 | 16 | -6 | 3 | 20 | 18
COc1ccc(-n2c(SCC(=O)NC3CC3)nc3ccccc3c2=O)cc1OC
  -1 | 0 | 14 | -5 | 4 | 6 | -3 | 13
COC(=O)COc1ccc2cccc(-n3cnnn3)c2c1
  1 | -9 | -24 | 8 | 0 | -3 | -16 | -3
CCOC(=O)C1CCN(c2nc(-c3ccc(C)cc3)nc3ccccc23)CC1
  3 | -6 | -10 | 13 | 8 | 0 | 0 | -22
O=C(COC(=O)c1cccc(S(=O)(=O)N2CCCCC2)c1)NC1CCCc2ccccc21 (stereo not drawn)
  2 | -9 | -5 | -10 | -2 | -6 | 17 | 9
Cc1nn(-c2ccccc2)c(C)c1NC(=O)CCl
  2 | -1 | -22 | 7 | -4 | 4 | -4 | 6
Cn1nnc(NC(=O)c2cccc(OCc3ccccc3)c2)n1
  3 | -6 | -16 | -6 | -8 | 0 | 10 | 9
Cc1ccc(-n2cc(CNCCCN3CCCC3=O)c(-c3ccc(F)cc3)n2)cc1
  0 | 0 | -8 | 5 | -4 | -3 | 15 | 10
COc1ccccc1N1CCN(Cc2cc(=O)n3ccsc3n2)CC1
  -6 | -6 | -50 | -8 | -6 | -6 | 14 | 8
Cn1nnnc1SCC(=O)NC1CCCc2ccccc21 (stereo not drawn)
  1 | -11 | 7 | 10 | -4 | -2 | 2 | -3
Cc1ccc(C(=O)N/C(=C\c2cccs2)C(=O)NCc2ccncc2)cc1
  1 | -3 | 16 | -1 | 4 | 8 | -18 | 9
CS(=O)(=O)NNC(=O)C1Cc2c(ccc3ccccc23)O1 (stereo not drawn)
  0 | -3 | -7 | -2 | -2 | 1 | 4 | 7
Cc1onc(-c2ccccc2Cl)c1C(=O)NNC(=O)c1nn(C)cc1Cl
  1 | 4 | 0 | 3 | -4 | 0 | -1 | 2
CCOC(=O)c1ccc(NC(=O)CCc2c(C)nc3ncnn3c2C)cc1
  -1 | -8 | -13 | -7 | -12 | -3 | -13 | 6
CCOC(=O)Cc1csc(NC(=O)c2ccc(C)o2)n1
  -1 | -3 | -1 | -20 | -13 | -4 | 9 | -1
COc1ccc(N2CCN(C(=O)CNS(=O)(=O)c3ccc(C)c(C)c3)CC2)cc1
  5 | -3 | -8 | -1 | -6 | 1 | 7 | 20

# Part of the list above, limited to SENP7 inh, SENP1 FRET inh and APOBEC3G inh:
SMILES | SENP7 inh | SENP1 FRET inh | APOBEC3G inh
CCOC(=O)Cc1csc(NC(=O)c2ccc(C)o2)n1 | -4 | -1 | -3
COc1ccc(N2CCN(C(=O)CNS(=O)(=O)c3ccc(C)c(C)c3)CC2)cc1 | 1 | 5 | -3

# Other entries follow.
# Results follow in this order: SENP1 FRET inh | APOBEC3G inh | SENP6 block | UBC13 polyUb | SENP8 block-2 | SENP7 inh | Apaf-1 inh | SENP8 block-1
COC(=O)COc1ccc(S(=O)(=O)N2CCN(c3ccccc3F)CC2)cc1C
  1 | -9 | -12 | -4 | -11 | -6 | 7 | 15
CCNC(=S)NNC(=O)c1cc(-c2ccccc2C)nc2ccccc12
  -3 | -10 | -3 | -4 | 5 | 1 | -13 | -152
Cc1ccc(C)c(NC(=O)CSc2n[nH]c(-c3ccccn3)n2)c1
  1 | -2 | -37 | -33 | -6 | -10 | 3 | 13
CCOc1ccc(S(=O)(=O)Nc2ccc(C(=O)N3CCC3)cc2)cc1
  1 | -8 | -13 | 14 | -5 | -12 | 10 | 3
CCN(CC(=O)NC(C)C)C(=O)Cc1ccc(C)c(C)c1
  0 | -4 | -14 | 4 | -1 | 3 | -8 | 11
CCOC(=O)C1CCN(C(=O)Cn2nc(C)n3nc(-c4ccc(CC)cc4)cc3c2=O)CC1
  0 | -4 | -10 | -1 | -20 | 8 | 19 | 8
O=C(NCc1ccccc1)C1CC(=O)N(C2CCCCC2)C1 (stereo not drawn)
  0 | -5 | 2 | 7 | -6 | -8 | 3 | -10
CCOC(=O)CNC(=S)N(Cc1ccccc1)Cc1cccs1
  0 | 1 | -1 | 1 | -4 | 4 | 3 | 13
COC(=O)COc1ccc2c(c1)O/C(=C\c1ccco1)C2=O
  -81 | -4 | -11 | -9 | -13 | -1 | 7 | -82
C/C(Cc1ccccc1)=N\NC(=O)CNC(=O)c1cccc(F)c1
  3 | -5 | 2 | -4 | -7 | 14 | -5 | 2
COc1ccc(C2C(C(=O)/C=C/c3ccco3)=C(O)C(=O)N2CCN2CCOCC2)cc1OC (stereo not drawn)
  -4 | 1 | 10 | -4 | -2 | -9 | 8 | -15
CCN1CCc2c(OCC(=O)N3CCC(C)CC3)cccc2C1=O
  -2 | -2 | -6 | -1 | 1 | -1 | -9 | 5
Cc1ccc(CNC(=O)CCC2CCCN(Cc3cc4ccccc4o3)C2)o1 (stereo not drawn)
  -6 | -7 | -8 | -2 | 3 | 5 | -25 | 0
COC(=O)c1cc(OC)c(OC)cc1NC(=O)c1cc(OC)cc(OC)c1
  2 | -6 | 11 | 33 | 0 | -1 | 3 | -38
N#Cc1cc(C(=O)c2ccccc2OCC(=O)Nc2ccccc2Cl)cn(C2CCCCC2)c1=O
  -5 | -8 | -9 | -2 | -9 | -6 | 27 | -7
COc1ccc(CNC(=O)C2CCCN2S(=O)(=O)c2ccc(F)cc2)cc1 (stereo not drawn)
  1 | 13 | 11 | 6 | 3 | 2 | -14 | 0
CCn1c(=S)[nH]c2ccccc21
  0 | -3 | 1 | 4 | -5 | 3 | 2 | 24
O=C(/C=C/c1ccccc1[N+](=O)[O-])NCCN1C(=O)S/C(=C\c2ccc(F)cc2)C1=O
  -1 | -5 | 18 | -3 | -11 | 81* | 0 | 19
Cc1ccc(NC(=O)N2CCC(NC(=O)c3cccc(F)c3)CC2)cc1
  1 | -4 | -7 | 4 | 1 | 7 | 3 | -2
N#Cc1ccc(C23CC4CC(CC(C4)C2)C3)[nH]c1=O
  -2 | 1 | -1 | -3 | 0 | 7 | -1 | -252

# Whole records as entered above. Order of screens: SENP1 FRET inh, APOBEC3G inh, SENP6 block, UBC13 polyUb, SENP8 block-2, SENP7 inh, Apaf-1 inh, SENP8 block-1
# CCNC(=S)NNC(=O)c1cc(-c2ccccc2C)nc2ccccc12 reads -3, -10, -3, -4, 5, 1, -13, -152
# CCN(CC)c1ccc(NC(=O)Cn2cc3c(n2)CCC(C)C3)c(C)c1 (stereo not drawn) reads 0, 2, -9, 10, -2, 4, 18, 12
# COc1ccc(-n2c(SCC(=O)NC3CC3)nc3ccccc3c2=O)cc1OC reads -1, 0, 14, -5, 4, 6, -3, 13
# O=C(/C=C/c1ccccc1[N+](=O)[O-])NCCN1C(=O)S/C(=C\c2ccc(F)cc2)C1=O reads -1, -5, 18, -3, -11, 81*, 0, 19
# Cn1nnnc1SCC(=O)NC1CCCc2ccccc21 (stereo not drawn) reads 1, -11, 7, 10, -4, -2, 2, -3

# Later entries.
# Results follow in this order: SENP1 FRET inh | APOBEC3G inh | SENP6 block | UBC13 polyUb | SENP8 block-2 | SENP7 inh | Apaf-1 inh | SENP8 block-1
CN(C)c1cccc2c(S(=O)(=O)NCc3ccc(S(N)(=O)=O)cc3)cccc12
  23 | 3 | 32 | 3 | 8 | 10 | 2 | -448
CC(NC(=O)c1ccco1)C(=O)OCc1cccc(C(F)(F)F)c1 (stereo not drawn)
  2 | -6 | -11 | 15 | 3 | -7 | -50 | 3
Cc1nc2cc3ccccc3cc2n1C
  1 | -4 | 7 | 9 | 0 | 2 | 1 | -81
Cc1cccc(C(=O)Nc2cccc3c2CCCC3)c1
  0 | -4 | 1 | -5 | -10 | 9 | 12 | 8
